# Dengue-2 NS5 capping = Dengue-2 NS5 methyltransferase inhibitors, primary screen, biochemical, confirmation dose response (AID 588689); actives 0.3% (n = 340,000); one-dose inhibition, % at 25 µM; IC50 in µM for titrated hits; Dengue-2 NS5 methyltransferase capping enzyme assay, biochemical; higher % means a stronger effect; in the data active means a potency from the dose series; inconclusive means inhibition above about 29% without an active follow-up result
# Rac1 GTP hydrolysis = MgcRacGAP GTPase-activating activity inhibitors, confirmation, biochemical, ADP Hunter fluorescence; Rac GTPase-activating protein 1 (Homo sapiens); MgcRacGAP-stimulated Rac1 GTP hydrolysis, ADP Hunter fluorescence; higher % means a stronger effect; GST-tagged Rac1 F28L mutant substrate; one-dose inhibition, % at 30 µM; IC50 in µM for titrated hits; actives 0.6% (n = 340,000); AID 624330, 2012;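 active means first-screen hits whose inhibition reached a set limit at any dose in the follow-up dose series; inconclusive means inhibition above the set first-screen limit but never retested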;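 further: fluorescence reports GDP produced by GAP-driven GTP hydrolysis; strong numbers were not always called active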
# K1F lysis inhibition = inhibition of K1F phage lysis, E. coli UTI89, bacterial capsule biogenesis inhibitors, alamar blue (AID 488966); E. coli UTI89 K1F phage lysis, alamar blue, 2 h; higher % means a stronger effect; one-dose inhibition, % at 100 µM; IC50 in µM for titrated hits; actives 0.02% (n = 340,000);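 active means phage lysis inhibition, versus mean bacterial control, above a set limit; inconclusive means no clear call, values can overlap the other calls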;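 further: capsule biogenesis inhibitors block K1F phage lysis so surviving cells raise fluorescence; higher fluorescence means more inhibition of phage lysis; actives were called in the ten point dose series up to 300 µM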
# Dengue-2 NS5 capping pilot replicate = also measured in Dengue-2 NS5 capping; calls as there; inhibition, %; measured here: pilot screen replicate inhibition
# * hit, by the source's call; ? = inconclusive; [ ] = another dose, or the depositor's remark. Some of the compounds tested. The share of hits here may be higher or lower than overall.
SMILES,Dengue-2 NS5 capping,Rac1 GTP hydrolysis,K1F lysis inhibition,others
COc1ccc2c(c1)CCCC2=O,-2%,12%,-3.1%,
COc1cc(C2c3cc4c(cc3OC(Nc3ccc(C(=O)O)cc3)C2C)OCO4)cc(OC)c1OC (stereo unspecified),0%,21%,0.6%,
CN1C[C@@H]2[C@@H]3C(=O)N(C)C(=O)[C@@H]3[C@](C)(C1=O)N2C(=O)c1ccccc1,-2%,-1%,0.5%,
CCN(CC)S(=O)(=O)c1ccc(N2CCOCC2)c(NC(=O)c2nn(C)c(=O)c3ccccc23)c1,3%,19%,0.2%[50 µM],
Cc1cc(C)c2c(=N)c3ccccc3n(CCCCCCCCn3c4ccccc4c(=N)c4c(C)cc(C)nc43)c2n1,-10%,26µM*,?,
COC(=O)c1ccccc1CC1Cc2cc3c(cc2C1=O)CCC3 (stereo unspecified),-7%,7%,-2.2%,
O=C(O)/C=C/C(=O)Nc1cccc2c1-c1ccccc1C2=O,-9%,3%,2.5%,
O=C(C1CCCCC1)N1CCC(c2nc3c(nnn3Cc3ccccc3Cl)c(=O)[nH]2)CC1,-8%,-1%,0.0%,
COc1nnc(-c2ccc(N3CCCCC3)c(NC(=O)COc3ccccc3)c2)c2ccccc12,-1%,10%,0.3%,
CN(C(=O)c1cccc(NC(=O)Cc2ccc(NC(=O)C3CCN(C(=O)C4CCCCC4)CC3)cc2)c1)C1CC1,0%,8%,0.1%,
O=S(=O)(Nc1ccc(-c2ccccc2)cc1)c1ccccc1,-5%,4%,1.5%,
CC1CC=C(O)C12OCC(C)(C)CO2 (stereo unspecified),-2%,2%,-1.0%,
Cc1ccc(S(=O)(=O)N2CCN(C(=O)CN3C(=O)NC(C)(c4ccc5ccccc5c4)C3=O)CC2)cc1 (stereo unspecified),-3%,2%,0.7%[50 µM],
Cc1ccc(Nc2nc(Cl)nc3ncn(C)c23)c(C)c1,7%,25%,2.5%,
Cc1cn(CC(=O)NCc2ccccc2)c(=O)[nH]c1=O,-4%,10%,0.9%,
CC1(C)COC(c2cc3c(cc2Br)OCO3)OC1,2%,-16%,2.9%,
Clc1ncnc2[nH]ccc12,-1%,6%,2.8%,
CCN(C(=O)CSc1nnc(-c2cccc(F)c2)n1N)c1c(N)n(Cc2ccccc2)c(=O)[nH]c1=O,-4%,-1%,0.6%[50 µM],
Oc1c(Cl)cc(Cl)c(Cl)c1CN1CCOCC1,4%,2%,1.2%,
O=C(O)CSc1nc2ccc(Br)cc2[nH]1,3%,1%,0.4%,
COc1ccc(S(=O)(=O)N(C)C)cc1NC(=O)C1CCN(c2ncnc3sc(C)c(C)c23)CC1,1%,8%,?,
C=CCN1C=C(C(=O)c2ccccc2)C(=O)CC1,0%,9%,0.3%,Dengue-2 NS5 capping pilot replicate=1.5
Cc1cc(N)cc(C)c1-c1c(Br)cc(N)cc1Br,2%,10%,2.0%,
O=C(Cc1cccc(NC(=O)C2CCCN(C(=O)CCc3ccccc3)C2)c1)Nc1cccc(C(=O)N2CCOCC2)c1 (stereo unspecified),4%,10%,0.0%,
COC(=O)c1sc(NC(=O)c2ccc3c(c2)OCO3)c(C#N)c1C,4%,6%,-0.1%,
COc1cc(C)ccc1Oc1ccc([N+](=O)[O-])cc1,9%,-7%,-5.2%,
Fc1ccc(CCNc2ncnc3[nH]ncc23)cc1,-2%,-2%,1.6%,
Cc1ncc2c(n1)NC(=O)NC2,-1%,4%,1.0%,
CCN1C[C@@H]2[C@@H]3C(=O)N(Cc4ccccc4)C(=O)[C@@H]3[C@](Cc3ccccc3)(C1=O)N2C(=O)c1ccc(Br)cc1,-14%,12%,0.9%,
CCOC(=O)c1cc(N2CCCCC2)nc2ccccc12,2%,-5%,0.0%,
CCN1C(=O)CC2CCCC1C2 (stereo unspecified),0%,2%,2.3%,
CN(C)C(CNC(=O)c1cccc(S(=O)(=O)N2CCN(c3ccc(F)cc3)CC2)c1)c1ccccc1 (stereo unspecified),-4%,-1%,0.5%[50 µM],
O=[N+]([O-])c1ccc(Cl)cc1C=NNc1ccccn1,-1%,1%,-0.5%,
CN(Cc1ccccc1)C(=O)c1cccc(NC(=O)Cc2ccc(NC(=O)C3CCCN(C(=O)c4ccccc4)C3)cc2)c1 (stereo unspecified),-8%,11%,0.2%,
COCCn1c(=O)[nH]c2cc(C(=O)N3CCN(Cc4ccc5c(c4)OCO5)CC3)ccc2c1=O,-6%,14%,0.1%,
O=Nc1c(O)ccc2cc(S(=O)(=O)O)ccc12,46µM*,13%,-0.4%,
CC(C)Cn1cnc2c(SCc3ccccn3)nc(N)nc21,-5%,-1%,-3.2%,
O=C(Cn1cc(COc2ccc(Br)cc2[N+](=O)[O-])nn1)c1ccc(O)cc1,3%,12%,0.1%,
O=C(Cc1ccc(NC(=O)C2CCCN(C(=O)CCc3ccccc3)C2)cc1)Nc1ccc(C(=O)N2CCOCC2)cc1 (stereo unspecified),-2%,7%,-0.1%,Dengue-2 NS5 capping pilot replicate=-1.8
CCN(C(=O)CN1CCCc2cc(C)ccc21)c1c(N)n(Cc2ccccc2)c(=O)[nH]c1=O,11%,19%,3.6%,
O=C(Cc1ccccc1[N+](=O)[O-])NCC(=O)c1ccc2c(c1)OCO2,8%,7%,1.6%,
CC(=O)C(C(c1ccccc1)N1CCCc2ccccc21)N1CCOCC1 (stereo unspecified),-7%,-11%,1.2%,
O=C(NCc1ccco1)Nc1cccc2ccccc12,-2%,3%,-0.4%,
CC(C)C[C@@H](CN)NC(=O)c1nc[nH]c1C(=O)N[C@@H](Cc1ccccc1)C(=O)CNC[C@H](C)NC(=O)c1nc[nH]c1C(=O)N[C@@H](CC(C)C)C(=O)O,1%,3%,0.1%,Dengue-2 NS5 capping pilot replicate=-3.1
CN(C)c1cc2c3ccccc3n(C)c2cc1N,11%,13µM*,3.5%,
COCCN(C(=O)c1ccc2c(c1)S(=O)(=O)N=C1CCCCCN12)c1c(N)n(CC(C)C)c(=O)[nH]c1=O,0%,2%,0.1%[50 µM],
COC1C=CC=C(C)C(=O)NC2=CC(=O)C(N)=C(CC(C)CC(OC)C(O)C(C)C=C(C)C1OC(N)=O)C2=O (stereo unspecified),3%,4%,8.7%,
CC1=NN(C(=O)c2ccncc2)C(=O)C1N=Nc1ccc2ccccc2c1 (stereo unspecified),-13%,-4%,0.4%,
Cc1cc2nc(-c3ccccc3O)[nH]c2cc1C,1%,-4%,0.3%,
COC(=O)C1C2CCCCC1C(=O)O2 (stereo unspecified),6%,-7%,-1.7%,
Nc1nc(Cl)c2ncn(C3OC(CO)C(O)C3O)c2n1 (stereo unspecified),8%,4%,-3.8%,
CCC1(O)C(=O)OCc2c1cc1n(c2=O)Cc2cc3c(N)cccc3nc2-1 (stereo unspecified),-18%,4%,2.5%,
CSc1ncnc2c1ncn2CC(=O)C1CCC2C3CCC4=CC(=O)CCC4(C)C3CCC12C (stereo unspecified),-7%,1%,0.5%,
COC(=O)C(CCC(C(=O)OC)N1C(=O)c2ccccc2C1=O)N1C(=O)c2ccccc2C1=O (stereo unspecified),11%,4%,3.1%,
CC1(C)C(=O)CCC2(C)C1=CCC1C2C(=O)CC2(C)C1CCC2(O)C(=O)CO (stereo unspecified),9%,1%,-1.1%,
CCC1CCCCN1S(=O)(=O)c1ccc(NC(=O)C2CC(=O)N(C(C)(C)C)C2)cc1 (stereo unspecified),1%,7%,0.0%,
CC12CCCCC1=CC(=O)CC2 (stereo unspecified),-5%,1%,0.8%,
CCc1cccc(-n2c(SCC(=O)c3c(N)n(C4CC4)c(=O)[nH]c3=O)nnc2N2CCOCC2)c1,-10%,6%,0.2%[50 µM],
Cc1ccccc1Nc1nc(N)nc(COC(=O)[C@@H](NC(=O)c2ccco2)C(C)C)n1,9%,5%,-3.9%,
Cc1cc(=O)c(C(=O)O)c(C)n1-c1ccccc1,-6%,4%,-1.1%,

# Ordered by SMILES length (lowest first): some entries from above
SMILES,Dengue-2 NS5 capping,Rac1 GTP hydrolysis,K1F lysis inhibition,others
COC(=O)C1C2CCCCC1C(=O)O2 (stereo unspecified),6%,-7%,-1.7%,
O=C(NCc1ccco1)Nc1cccc2ccccc12,-2%,3%,-0.4%,
Cc1cc2nc(-c3ccccc3O)[nH]c2cc1C,1%,-4%,0.3%,
Cc1cc(=O)c(C(=O)O)c(C)n1-c1ccccc1,-6%,4%,-1.1%,
Nc1nc(Cl)c2ncn(C3OC(CO)C(O)C3O)c2n1 (stereo unspecified),8%,4%,-3.8%,
CC(=O)C(C(c1ccccc1)N1CCCc2ccccc21)N1CCOCC1 (stereo unspecified),-7%,-11%,1.2%,
CC1=NN(C(=O)c2ccncc2)C(=O)C1N=Nc1ccc2ccccc2c1 (stereo unspecified),-13%,-4%,0.4%,
O=C(Cc1ccccc1[N+](=O)[O-])NCC(=O)c1ccc2c(c1)OCO2,8%,7%,1.6%,
CC1(C)C(=O)CCC2(C)C1=CCC1C2C(=O)CC2(C)C1CCC2(O)C(=O)CO (stereo unspecified),9%,1%,-1.1%,
CSc1ncnc2c1ncn2CC(=O)C1CCC2C3CCC4=CC(=O)CCC4(C)C3CCC12C (stereo unspecified),-7%,1%,0.5%,
COC(=O)C(CCC(C(=O)OC)N1C(=O)c2ccccc2C1=O)N1C(=O)c2ccccc2C1=O (stereo unspecified),11%,4%,3.1%,
CCc1cccc(-n2c(SCC(=O)c3c(N)n(C4CC4)c(=O)[nH]c3=O)nnc2N2CCOCC2)c1,-10%,6%,0.2%[50 µM],
CC(C)C[C@@H](CN)NC(=O)c1nc[nH]c1C(=O)N[C@@H](Cc1ccccc1)C(=O)CNC[C@H](C)NC(=O)c1nc[nH]c1C(=O)N[C@@H](CC(C)C)C(=O)O,1%,3%,0.1%,Dengue-2 NS5 capping pilot replicate=-3.1

# (more compounds)
SMILES,Dengue-2 NS5 capping,Rac1 GTP hydrolysis,K1F lysis inhibition,others
CCN(CC(=O)N1CCC(C(N)=O)CC1)S(=O)(=O)c1cc(Cl)ccc1Cl,0%,1%,-0.5%,
Cc1nnc2c3ccccc3ccn12,12%,8%,-1.3%,
CC1(NCc2ccc(Cl)cc2)COP(=O)(NCc2ccccc2)OC1 (stereo unspecified),-10%,-3%,0.2%,
CCN(CC)c1ccc(S(=O)(=O)N2CCCCC2)cc1NC(=O)CSCc1c(C)noc1C,-4%,5%,-0.3%[50 µM],
O=C(Cc1cccc(NC(=O)C2CCCN(C(=O)C3CCCCC3)C2)c1)Nc1ccc(C(=O)N2CCOCC2)cc1 (stereo unspecified),-3%,9%,0.1%,
O=C(c1ccccc1)c1ccc(C(=O)O)c(C(=O)O)c1,4%,10%,0.1%,
CCOC(=O)c1c(NC(=O)COC(=O)CCNS(=O)(=O)c2ccccc2)sc(C(=O)NC)c1C,-9%,-2%,-0.2%[50 µM],
CC12CCC(C(=O)CC1=O)C2(C)C (stereo unspecified),5%,-8%,2.4%,
Cc1ccc(NC(=O)c2ccc(S(=O)(=O)N3CC(C)CC(C)C3)cc2)cc1S(=O)(=O)N1CCOCC1 (stereo unspecified),1%,5%,0.8%[50 µM],
CC(=O)Nc1ccc(NC(=O)CSc2nnc(N)n2-c2ccccc2)cc1,-2%,-7%,-1.8%,
NC(=O)c1ncn([C@@H]2O[C@H](CNCc3cccc4c3sc3ccccc34)[C@@H](O)[C@H]2O)n1,-10%,5%,-0.1%,
O=C(C=Cc1ccccn1)c1ccccc1O,-41%,-2%,-9.3%,
Cc1ncc(C(=O)Nc2ccccc2)[nH]1,-2%,0%,0.9%,
O=C(CSc1ccc(S(=O)(=O)N2CCCC2)cn1)Nc1ccc([N+](=O)[O-])cc1C(F)(F)F,5%,8%,0.4%[50 µM],
CCOC(=O)CC[C@H](NC(=O)Cn1cc(C)c(=O)[nH]c1=O)C(=O)OCC,2%,-2%,-0.4%,
CC1CCCC(=NNc2ccc3ccccc3n2)C1 (stereo unspecified),-6%,-6%,-1.2%,
O=c1c2ccccc2c(=O)n(-c2ccccc2)n1-c1ccccc1,6%,5%,-0.2%,
Cc1cc(Cl)ccc1OCCCC(=O)Nc1cc(S(=O)(=O)N2CCOCC2)ccc1N1CCOCC1,1%,6%,0.5%[50 µM],
COc1cc(C(=O)N2CCN(S(=O)(=O)c3ccc(C(C)C)cc3)CC2)ccc1OCC(=O)N1CCOCC1,-1%,2%,0.3%[50 µM],
CC(=O)OC1CCC2(C)C(CCC3C2CC(=O)C2(C)C3CC(C3CCCC3=O)C2C(C)=O)C1 (stereo unspecified),-4%,-12%,4.2%,
Oc1ccccc1C=NNc1nc2ccccc2s1,-4%,4%,0.8%,
CCN1CCN(c2ncc(C(=O)N3CCN(c4ccccc4OC)CC3)c3ccccc23)CC1,-2%,13%,0.1%,
OC(Cc1ccnc2ccccc12)C(Cl)(Cl)Cl (stereo unspecified),5%,-1%,-2.1%,
CC(=NN=C(C)c1ccc(O)cc1)c1ccc(O)cc1,-2%,32%,0.3%,
CN1CCCC1CCOC(C)(c1ccccc1)c1ccc(Cl)cc1 (stereo unspecified),-7%,9%,?,
O=C(CCN1CCC2CCC(C2)C1)c1ccc(F)cc1 (stereo unspecified),3%,-4%,-0.5%,
